Screening data (PubChem)
Casp1 inh – allosteric or competitive inhibitors of human caspase-1; AID 900; 0.03% of 75,000 active; Potency, µM (highest dose often 57.5 µM), without a hit: at the highest dose activity change, negative = inhibition, actives largely listed as inhibitors; Caspase-1 enzyme, Ac-WEHD-AFC fluorogenic rate;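 note: potency is the fitted concentration of half-maximal effect; plate controls were vehicle for no effect and no substrate for full effect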
HEK293 cAMP ctrl – raises cAMP in parental HEK293 cells, TSHR agonist counter-screen; parental HEK293 CNG cAMP sensor, membrane potential fluorescence; AID 938; 2.5% of 73,000 active; Potency, µM (highest dose often 57.1 µM), for the others: at the top dose activation, usual class: activators; note: potency is the fitted concentration of half-maximal effect; % of control where 0% means no effect; nearly all actives have a fitted effect of over 55% in size
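Parental HEK 293 cells stably expressing a modified CNG channel (no TSHR) report cAMP rise as membrane depolarization. Membrane potential dye with 100 uM RO 20-1724 was loaded for 60 min at room temperature, then compound added for 30 min; fluorescence read at 590 nm.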
BRCT inh green – blocks human BRCA1 BRCT binding to phosphopeptide, green readout | P38398 | BRCA1 BRCT-phosphopeptide binding, green fluorescence polarization | Potency, µM (top dose mostly 76.9 µM), for inactives: top-dose activity change, negative = inhibition, hits mostly inhibitors | 0.05% of 75,000 active | AID 875;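 note: potency is the fitted concentration of half-maximal effect; plate controls were peptide without protein for full effect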
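Compounds were incubated for 12 min at room temperature with a complex of 100 nM fluorescein-tagged pBACH1 decapeptide and 250 nM His-tagged BRCT protein. Buffer was phosphate pH 7.3 with EDTA, DTT and Tween 20. Disruption of binding lowers the polarization signal.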
HADH2 inhib – HADH2 (human) dehydrogenase inhibition | Q99714 | recombinant HADH2, NADH fluorescence, beta-hydroxybutyryl-CoA | Potency, µM (titrated, usually from 57.1 µM), inactives show at the top dose activity change, negative = inhibition, most hits filed as inhibitors | 3.4% of 73,000 active | AID 886; note: potency is the fitted concentration of half-maximal effect; % is set by controls: 0 for no effect and ±100 for the full control effect; nearly all actives have a fitted effect of over 60% in size; many of its hits are not listed in these tables
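NADH fluorescence (ex 360/em 450 nm) read every 30 s for 4 min; activity taken as last-minus-first time point difference. Enzyme 20 nM, NAD+ 1 mM, beta-hydroxybutyryl-CoA 90 uM, pH 9.0 Tris buffer.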
Tau fil binding – tau filament binding; recombinant tau filaments, thioflavin S fluorescence, 15 h; filaments grown with octadecylsulfate alongside compound; 2% of 71,000 active; Potency, µM (titrated, usually from 57.1 µM), for inactives: top-dose activity change, negative = inhibition; P10636;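 note: potency is the fitted concentration of half-maximal effect; % is set by controls: 0 for no effect and ±100 for the full control effect; actives lower thioflavin S fluorescence by blocking filaments or displacing dye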
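Thioflavine S fluorescence (ex 450, em 510 nm) reports filaments formed from 1 uM human tau plus 30 uM ODS over 15 h at 37 C (10 mM HEPES pH 7.4, 100 mM NaCl, 5 mM DTT); compounds displacing dye or blocking filaments lower signal.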
ALOX15 inhib – inhibitors of human 15-lipoxygenase (ALOX15) | P16050 | purified 15hLO-1, xylenol orange hydroperoxide absorbance | Potency, µM (top dose mostly 57.1 µM), for the others: at the highest dose activity change, negative = inhibition, hits mostly inhibitors | 1.4% of 74,000 active; note: potency is the fitted concentration of half-maximal effect; % is set by controls: 0 for no effect and ±100 for the full control effect; nearly all actives have a fitted effect of over 55% in size
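Readout: Fe(III)-xylenol orange absorbance, 573-to-405 nm ratio as reaction progress. Enzyme 40 nM purified human 15hLO-1, substrate 50 uM arachidonic acid, 6 min RT after 15 min compound preincubation; Hepes pH 7.5 buffer with Triton X-100.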
Pol III holo inh – blocks replication by bacterial DNA polymerase III holoenzyme | reconstituted DNA polymerase III holoenzyme replication, biochemical | Potency, µM (highest dose often 57.1 µM), for the others: at the highest dose activity change, negative = inhibition | 0.25% of 71,000 active; note: potency is the fitted concentration of half-maximal effect; % is set by controls: 0 for no effect and ±100 for the full control effect
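Reconstituted *E. coli* holoenzyme (0.35 nM Pol III, 1 nM beta, 154 nM SSB, 2 nM primase) was preincubated with compound for 15 min at RT. Synthesis on 1.4 nM ssM13Gori ran 35 min, then was stopped with PicoGreen/EDTA and read as dsDNA fluorescence.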
Casp7 inh – caspase-7 (human) inhibition, allosteric or competitive; P55210; recombinant caspase-7, Ac-DEVD-AFC fluorescence rate; AID 889; 0.02% of 75,000 active; Potency, µM (titrated, usually from 57.5 µM), for the others: at the top dose activity change, negative = inhibition, usual class: inhibitors; active = well fitted inhibition curve with a large enough effect in the main read-out, with a control signal flat, not every such curve was filed as active; inconclusive = small, poorly fitted or top-dose-only effect, or a change in a side signal; note: potency is the fitted concentration of half-maximal effect; % of control where 0% means no effect
Rhodamine fluor – compound fluoresces in the rhodamine spectral region; Rhodamine-region fluorescence, 547/598 nm, Tris buffer; active compounds read high; 0.05% of 59,000 active; max dye-equivalent concentration, M; AID 594; in the data active = max dye-equivalent concentration above about 11 nM; inconclusive = between about 1.1 nM and that limit
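Steps: pin-transfer compounds into pH 8.0 Tris (100 mM), hold 15 min at room temperature, image with a 547/598 nm filter pair, and convert intensities to rhodamine-equivalent concentration using a six-point on-plate rhodamine series.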
USP2a inhib – blocks human ubiquitin-specific protease USP2a. Potency, µM (titrated, usually from 38.3 µM), without a hit: at the highest dose activity change, negative = inhibition, most hits filed as inhibitors. 0.1% of 60,000 active. O75604. USP2a enzymatic assay, qHTS inhibition;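 note: potency is the fitted concentration of half-maximal effect; nearly all actives have a fitted effect of over 60% in size; plate controls were DMSO for no effect and NEM full inhibition control for full effect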
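Inhibition is measured in a cell-free coupled assay with 20 nM USP2 core, 20 nM Ub-PLA2 and 20 uM NBD C6-HPC, 2.5 h incubation. Activity normalized to NEM control.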
BRCT PPI red – BRCT-phosphoprotein interaction inhibition (red fluorophore); P38398; BRCT-phosphopeptide binding, red fluorescence polarization; Potency, µM (highest dose often 76.9 µM), inactives show at the highest dose activity change, negative = inhibition, usual class: inhibitors; 0.03% of 75,000 active; AID 892; note: % is set by controls: 0 for no effect and ±100 for the full control effect
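Rhodamine-labelled pBACH1 10-mer (100 nM) bound to BRCT domain (100 nM) at pH 7.3; compounds incubated 12 min room temperature, polarization read. Free peptide defines full inhibition; unlabelled decapeptide titrated as control.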
* marks the source's active call; other numbers are inactive results; i = inactive; ? = inconclusive; · = not tested or not shown; & = joins results of further samples; [ ] = another dose, or the depositor's remark. Unless noted, calls come from the whole dose curve; as a rule, active = well fitted curve in the direction sought with a large enough effect; inconclusive = small, poorly fitted or top-dose-only effect, or another doubt; inactive = no such curve, though single readings can be large; an effect the other way counts as inactive or inconclusive.

SMILES | Casp1 inh | HEK293 cAMP ctrl | BRCT inh green | HADH2 inhib | Tau fil binding | ALOX15 inhib | Pol III holo inh | Casp7 inh | Rhodamine fluor | USP2a inhib | BRCT PPI red
CCOC(=O)C1(c2csc(N)n2)COC(=O)C1 (stereo not drawn) | 0% | 2% | -1.6% | 0% | 13% | 2% | -4% | -1% | · | 0% | -2.6%
COc1cccc(C(=O)CN2C(=O)C(C)(C)Oc3ccc(C(=O)N4CCCCCC4)cc32)c1 | 0% | ? | 0.2% | 6% | -8% | -9% | ? | -1% | i | 11% | -2.0%
O=C(CCNS(=O)(=O)c1cccc2nsnc12)N1CCN(c2ccccn2)CC1 | 2% | -3% | -0.8% | 1% | 96% | 2% | -1% | 0% | i | -8% | 1.8%
COc1ccc(S(=O)(=O)Cc2ccc(C(=O)NCc3cccs3)o2)cc1 | -2% | 12% | -2.4% | 5% | 8% | 12% | 0% | -2% | · | · | -1.6%
CCN1CCN(C(=O)CS(=O)Cc2nc(-c3ccc(OC)cc3)oc2C)CC1 (stereo not drawn) | -2% | -4% | -1.8% | ? | 19% | -3% | 1% | -3% | · | · | 0.5%
COc1ccccc1C(c1nnnn1C(C)(C)C)N1CCN(Cc2ccncc2)CC1 (stereo not drawn) | 0% | ? | -0.5% | -9% | -7% | 2% | 2% | 3% | i | · | 0.7%
CCn1c(SCC(=O)NCc2cccs2)nnc1-c1ccco1 | -1% | 11% | -1.8% | -7% | -3% | 12% | -1% | -1% | i | 4% | 0.9%
NC(=O)c1ccc(-c2ncc(-c3ccccc3)o2)cc1 | 3% | 7% | -1.1% | i | -3% | -12% | -7% | -1% | i | 3% | -5.0%
COc1ccccc1OCC(=O)NCc1cccs1 | 1% | -5% | -2.5% | -5% | 1% | 11% | -3% | 0% | i | -1% | 2.3%
CCC(C)(C(=O)NC1CCCC1)N(Cc1cccs1)C(C)=O (stereo not drawn) | -11% | 16% | -0.4% | 1% | 4% | 10% | 10% | -9% | i | 3% | 0.3%

As entered above.
Pol III holo inh, `CCC(C)(C(=O)NC1CCCC1)N(Cc1cccs1)C(C)=O` (stereo not drawn) is entered as 10%
BRCT inh green, `CCN1CCN(C(=O)CS(=O)Cc2nc(-c3ccc(OC)cc3)oc2C)CC1` (stereo not drawn) is entered as -1.8%
Casp7 inh, `NC(=O)c1ccc(-c2ncc(-c3ccccc3)o2)cc1` is entered as -1%

Among those listed so far, 2 contain a furan ring, fused or not:
SMILES | Casp1 inh | HEK293 cAMP ctrl | BRCT inh green | HADH2 inhib | Tau fil binding | ALOX15 inhib | Pol III holo inh | Casp7 inh | Rhodamine fluor | USP2a inhib | BRCT PPI red
COc1ccc(S(=O)(=O)Cc2ccc(C(=O)NCc3cccs3)o2)cc1 | -2% | 12% | -2.4% | 5% | 8% | 12% | 0% | -2% | · | · | -1.6%
CCn1c(SCC(=O)NCc2cccs2)nnc1-c1ccco1 | -1% | 11% | -1.8% | -7% | -3% | 12% | -1% | -1% | i | 4% | 0.9%

Following part:
SMILES | Casp1 inh | HEK293 cAMP ctrl | BRCT inh green | HADH2 inhib | Tau fil binding | ALOX15 inhib | Pol III holo inh | Casp7 inh | Rhodamine fluor | USP2a inhib | BRCT PPI red
CCOc1ccccc1C(=O)NC1CC2CCCC(C1)N2Cc1nnnn1Cc1ccco1 (stereo not drawn) | -3% | 26% | 2.9% | 5% | -1% | -2% | -5% | -4% | i | 25% | -2.2%
Cc1cc(C)c(C#N)c(N2CCSCC2)n1 | 1% | 18% | 0.8% | ? | 7% | 13% | -10% | -2% | i | -17% | 1.7%
COc1ccc2[nH]cc(CCNc3ccnc(-c4ccccc4C(F)(F)F)n3)c2c1 | -2% | -21% | -0.8% | 10% | -9% | -6% | -6% | -5% | i | 95%[activator] | 0.7%
CCCCNc1nc(C)nc2c1nc(-c1ccccc1)n2CCCN(CC)CC | 1% | ? | -0.5% | ? | 6% | -1% | -1% | -2% | · | · | 1.4%
O=C(c1ccc(Cl)cc1)N1CCCCC(Sc2nnc(-c3ccc4c(c3)OCO4)o2)C1=O (stereo not drawn) | -1% | 25% | -0.7% | -1% | 11% | -7% | -5% | -1% | i | 62%[activator] | -1.9%
O=C(CCCC1=NS(=O)(=O)c2ccccc2N1)N1CCN(c2ccc(Cl)cc2)CC1 | -5% | 6% | -1.7% | 5% | 72% | -27% | -8% | -1% | · | · | -1.1%
COC(=O)c1ccccc1NC(=O)c1cnc2sccn2c1=O | 2% | -19% | -0.8% | -11% | 3% | -3% | -7% | -1% | i | 6% | -1.1%
CCN1c2ccccc2NC2C1C(C(C)=O)C(=O)N2c1ccc(Cl)cc1 (stereo not drawn) | -7% | 14% | 1.9% | 0% | -29% | -24% | 0% | -6% | · | 34%[activator] | 1.2%
Cc1onc(-c2ccccc2)c1C(=O)Nc1cccc(OC(C)C)c1 | -2% | ? | 3.6% | -11% | -10% | -5% | -2% | -2% | i | 5% | 1.0%
COc1cc2nc(C3CC3)n(NC(=O)c3ccc(Cl)cc3)c(=O)c2cc1OC | -3% | 14% | 0.7% | -6% | -4% | 1% | -1% | 4% | i | · | 1.2%
Cc1ccc2cc(CCNC(=O)c3ccco3)c(=O)[nH]c2c1 | 0% | -5% | 1.0% | -24% | 14% | -1% | 9% | -7% | i | 4% | 0.0%
COC(=O)[C@@H]1[C@H]2C[C@H]3c4[nH]c5cc(OC)ccc5c4CCN3C[C@@H]2C[C@@H](OC(=O)c2cc(OC)c(OC)c(OC)c2)[C@@H]1OC | · | -45%&-30%[inhibitor] | · | -6%&11% | ? | · | 1%&-4% | · | i | · | ·
Cc1ccc(S(=O)(=O)NCCC(=O)Nc2nnc(C3CC3)s2)cc1C | -4% | 4% | 2.3% | 22% | -2% | ? | -4% | -1% | i | 30% | 0.0%
COC(=O)N1CCC2(CC1)CN(C(=O)Nc1cccc(F)c1)C2 | -1% | 1% | -1.5% | 4% | -2% | -3% | -8% | 2% | i | 11% | -0.3%
Cc1cccc(C2CC(c3ccc(Br)cc3)Nc3nc(N)nn32)c1 (stereo not drawn) | 3% | 14% | 1.7% | -4% | -29% | 22% | -1% | -2% | · | · | 0.3%
N#Cc1nc(Cc2ccccc2)oc1NCc1cccnc1 | -1% | 4% | -0.9% | 10% | -9% | 19% | -1% | 2% | i | 5% | -1.0%
CN1CCN(CCC(=O)Nc2ccccc2Cl)CC1 | -6% | 1% | -1.5% | -8% | 13% | 9% | 1% | -1% | i | -8% | 0.6%
O=C(NC1CCCCC1)NC1CC2CCC(C1)N2C(=O)NC1CCCCC1 (stereo not drawn) | 1% | 5% | -2.4% | 5% | 2% | 12% | -6% | 1% | i | 2% | 0.3%
CC(=O)N=c1sc2cc(C)ccc2n1C | 0% | 11% | -1.3% | -8% | 8% | 10% | -2% | 5% | i | -8% | -2.5%
CC1=C(C(=O)OC2CCCCC2)C(c2ccco2)n2ncnc2N1 (stereo not drawn) | -1% | 8% | -0.2% | -5% | 2% | 5% | -5% | -1% | · | · | -1.1%
COC(=O)c1ccc2c(=O)n(Cc3ccc4c(c3)OCO4)c(SCC(=O)N3CCCC3)nc2c1 | -2% | ? | -2.5% | -6% | -10% | 12% | -3% | -1% | i | 16% | 0.6%
O=C(c1ccccc1)c1ccc(C(=O)O)c(C(=O)O)c1 | -1% | -2% | 0.7% | 1% | 11% | -22% | -2% | -1% | · | 0% | 1.6%
Cn1c(C(=O)NCCCN2CCN(c3cccc(Cl)c3)CC2)cc2c(=O)n(C)c3ccccc3c21 | -3% | 7% | 2.6% | 3% | 68% | ? | -3% | -1% | · | · | -1.5%
CC(=O)N1CCc2cc(S(=O)(=O)Nc3ccccc3N3CCN(C)CC3)ccc21 | 0% | ? | -2.6% | 16% | -8% | -24% | -1% | 0% | · | · | -2.2%
O=C(N[C@H](CO)[C@H](O)c1ccc([N+](=O)[O-])cc1)C(Cl)Cl | -1% | 13% | -5.1% | -1% | 3% | 5% | 2% | -3% | · | · | 1.8%
O=c1c(-c2ccccc2)nc2cncnc2n1Cc1ccc(F)cc1 | -9% | -14% | -2.3% | 1% | ? | -8% | 7% | -11% | i | 41%[activator] | -1.2%
CC(=O)N1CCC2(CC1)CCN(c1ccncc1)CC2 | -2% | ? | -0.1% | -6% | 6% | 5% | -3% | -1% | i | -1% | 0.1%
CCCCSc1nnc(-c2ccccc2N)c(=O)[nH]1 | -2% | 8% | 1.3% | 5% | · | -4% | · | -1% | · | · | 0.5%
CC1CCc2sc3c(c2C1)c1ncnn1c(=O)n3CC(=O)c1ccc(Br)cc1 (stereo not drawn) | -1% | 16µM* | 0.6% | 15% | 3% | 1% | -1% | -2% | i | 5% | -0.5%

The list is partial; count on the stated rates, not on these rows.
